GPR35 antagonists: inhibition of zaprinast-stimulated GPR35 beta-arrestin translocation – imaging, U2OS, beta-arrestin-GFP, zaprinast agonist, primary screen (AID 2058). 290,000 tested, 0.052% active. U2OS GPR35 beta-arrestin-GFP translocation imaging, zaprinast antagonism; higher % means a stronger effect. inhibition, % at 10 µM; hits with a dose series show IC50 in µM;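 active = inhibition of at least 50% with at least 30 cells and total cytoplasm GFP at most 10,000,000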
GPR55 antagonists: GPR55 antagonists blocking LPI-driven arrestin recruitment, primary screen, imaging, U2OS, beta-arrestin-GFP, LPI agonist (AID 2013); U2OS GPR55 beta-arrestin-GFP translocation imaging, LPI antagonism; higher % means a stronger effect; inhibition, % at 10 µM; hits with a dose series show IC50 in µM; 290,000 tested, 0.13% active;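 active = spots per cell inhibited over 60%, with over 100 cells counted and total cytoplasm intensity under 500,000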;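 also: U2OS cells stably carrying GPR55 and arrestin-GFP stimulated by 5 µM LPI near EC80; imaged beta-arrestin-GFP aggregate spots per cell after agonist stimulation; plate controls were LPI-stimulated DMSO wells for no effect and DMSO wells without LPI for full effect; some results filed as inactive read as strong as hits; confirmed hits need IC50 under 10 µM and bright autofluorescent wells are also inconclusive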
Dengue-2 NS5 capping: flavivirus cap methylation enzyme inhibition – biochemical, confirmation dose response, primary screen (AID 588689). 340,000 tested, 0.3% active. inhibition, % at 25 µM, or IC50 in µM where a hit was titrated. Dengue-2 NS5 methyltransferase capping enzyme assay, biochemical; higher % means a stronger effect; in the data active = a potency from the dose series
AID2073: disruptors of CaV2.2 binding to Mint1 – biochemical, HTRF (AID 2073). HTRF protein-protein interaction, Mint1-CaV2.2; higher % means a stronger effect. one-dose inhibition, % at 20 µM; IC50 in µM for titrated hits. 290,000 tested, 0.19% active; in the data active = inhibition mostly above about 51%, no sharp cut-off; also: some results filed as inactive read as strong as hits
GPR55 beta-arrestin: selective activators of receptor GPR55 – imaging, U2OS cells, beta-arrestin-GFP redistribution, primary screen (AID 1961); 290,000 tested, 0.048% active; U2OS GPR55 beta-arrestin-GFP redistribution imaging; higher % means a stronger effect; activation, % at 10 µM; hits with a dose series show EC50 in µM;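 active = activation above 40% with more than 50 cells counted in the well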;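 also: U2OS osteosarcoma cells stably expressing GPR55 and beta-arrestin-GFP; plate controls were DMSO negative control for no effect and LPI positive control for full effect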
NTR1 ag: NTR1-driven beta-arrestin-GFP spot formation – imaging, U2OS cells, high content, primary screen (AID 493036). P30989. agonist mode. activation, % at 20 µM. 330,000 tested, 0.17% active;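 active = activation at or above 40% of the spot to cytoplasm intensity ratio, with at least 20 cells analyzed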;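 also: 0% = DMSO without peptide and 100% = 100 nM NTR1 peptide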
Target sequence (P30989 whole entry, looked up): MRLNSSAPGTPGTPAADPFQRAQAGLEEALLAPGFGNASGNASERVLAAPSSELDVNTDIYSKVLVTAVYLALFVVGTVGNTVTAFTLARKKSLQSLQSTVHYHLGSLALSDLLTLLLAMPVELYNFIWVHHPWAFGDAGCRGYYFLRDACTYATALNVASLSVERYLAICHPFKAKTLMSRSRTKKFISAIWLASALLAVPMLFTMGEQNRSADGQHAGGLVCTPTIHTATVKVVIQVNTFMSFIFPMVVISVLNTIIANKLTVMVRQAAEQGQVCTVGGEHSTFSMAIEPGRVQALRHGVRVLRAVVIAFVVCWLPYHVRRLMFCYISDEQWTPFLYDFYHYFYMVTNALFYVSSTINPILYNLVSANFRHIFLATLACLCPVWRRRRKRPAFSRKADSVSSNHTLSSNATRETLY
Siah-1 displacement: blockers of Siah-1 interaction with plectin peptide – biochemical, fluorescence polarization, rhodamine-plectin, uHTS, primary screen (AID 1817). 290,000 tested, 0.02% active. displacement, % at 20 µM, or IC50 in µM where a hit was titrated. Siah-1 / rhodamine-plectin peptide fluorescence polarization; higher % means a stronger effect;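 active = displacement of at least 50% at 20 µM, with a fluorescence ratio check between 0.3 and a set limit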;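 also: plate controls were Siah plus tracer with DMSO for no effect and tracer alone without Siah for full effect; strong numbers were not always called active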
UTI89 phage lysis: inhibition of K1F phage lysis, E. coli UTI89, bacterial capsule biogenesis inhibitors, alamar blue (AID 488966) | inhibition, % at 100 µM; hits with a dose series show IC50 in µM | 340,000 tested, 0.02% active | E. coli UTI89 K1F phage lysis, alamar blue, 2 h; higher % means a stronger effect;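 active = phage lysis inhibition, versus mean bacterial control, above a set limit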;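 also: capsule biogenesis inhibitors block K1F phage lysis so surviving cells raise fluorescence; higher fluorescence means more inhibition of phage lysis; actives were called in the ten point dose series up to 300 µM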
HIV fusion peptide: cell-free HIV fusion peptide-binding blockers – biochemical, uHTS, fluorescence dequenching, primary screen (AID 1986) | cell-free peptide binding, fluorescence dequenching, 30 min; higher % means a stronger effect | inhibition, % at 20 µM; hits with a dose series show IC50 in µM | 290,000 tested, 0.3% active; in the data active = inhibition mostly above about 52%, no sharp cut-off; inactive = mostly below about 76%; also: some results filed as inactive read as strong as hits
NTR1 ag cell count 20 µM: recorded beside NTR1 ag, whose call it bears; cell count; measured here: cell count, cytotoxicity flag
Dengue-2 NS5 capping pilot replicate: further read-out of Dengue-2 NS5 capping, marked with its call; inhibition, %; measured here: pilot screen replicate inhibition
An asterisk follows results filed as active; nt = no result given; [ ] = dose if it differs, or a comment.

SMILES	GPR35 antagonists	GPR55 antagonists	Dengue-2 NS5 capping	AID2073	GPR55 beta-arrestin	NTR1 ag	NTR1 ag cell count 20 µM	Siah-1 displacement	UTI89 phage lysis	HIV fusion peptide	others
CCn1cc(CNCc2cn(C)nc2-c2ccc(C3CCCCC3)cc2)cn1	11.2%	-6.6%	-3.6%	-0.1%	-0.3%	nt	nt	2.3%	1.4%	0.0%
COc1cccc(CNC(=O)CCC2CCCN(c3cc(C)nc(N(C)C)n3)C2)c1 (configuration not stated)	-5.5%	17.2%	-5.5%	4.5%	0.3%	0.3	44	7.4%	0.1%	0.3%
COc1cccc(OCCCCCN2CCOCC2)c1	12.0%	13.4%	8.0%	0.2%	-0.2%	-0.9	87	-3.1%	2.0%	-0.9%
COc1cc(NS(=O)(=O)c2ccc(NS(=O)(=O)c3ccc(NC(C)=O)cc3)cc2)nc(OC)n1	5.5%	-0.5%	-3.3%	13.7%	-0.1%	0.7	55	3.0%	0.0%	3.5%
O=C(N1CCCCCC1)N1CCN(S(=O)(=O)c2ccccc2)CC1	4.9%	-2.2%	6.5%	0.1%	-0.2%	-0.4	52	2.0%	-0.8%	-0.8%
COc1ccc(OC)c(Nc2ncnc3c2cnn3-c2cccc(C)c2)c1	0.5%	-10.8%	-4.2%	35.1%	-0.3%	3.3	46	0.3%	0.2%	1.3%
N#CCCn1cc(C(=O)Nc2cccc(C(=O)O)c2)c(-c2ccc(Cl)cc2)n1	-10.0%	15.2%	-3.5%	6.0%	0.6%	-0.1	60	6.9%	-1.1%	-0.2%
COC(=O)CSc1nc(NC#N)nc(NC(C)C)n1	-7.9%	9.4%	-0.5%	-4.2%	-0.1%	1.0	41	-0.1%	0.6%	-1.0%
CCC(C)NC(=O)c1cc2cc3ccc(OC)cc3nc2o1 (configuration not stated)	3.3%	5.3%	-2.6%	20.9%	0.0%	2.1	61	1.6%	-1.2%[50 µM]	0.1%
CCOC(=O)CC1COCCN1Cc1cn[nH]c1-c1ccc2c(c1)OCO2 (configuration not stated)	0.6%	7.7%	-9.1%	5.1%	-0.1%	-0.4	55	17.8%	0.5%	-1.2%
Cc1[nH]c2ccccc2c1C(=O)COC(=O)Cn1c(C(F)(F)F)nc2ccccc21	-2.9%	-4.9%	-5.9%	1.4%	0.6%	8.5	59	1.4%	5.1%	2.7%
CCOc1ccccc1OCCOc1cccc(C(F)(F)F)c1	8.2%	4.2%	-8.7%	-3.4%	-0.1%	0.7	38	2.3%	0.1%	1.8%
NC1=NN=C(N2N=C(c3ccccc3)CC2(O)C(F)(F)F)n2ncnc2C1 (configuration not stated)	-4.9%	4.0%	-8.9%	4.6%	-0.1%	-1.0	89	18.1%	0.0%	-0.6%
Cc1c(C(=O)N2CCN(CCc3ccccn3)CC2)oc2ccc(Cl)cc12	10.7%	1.4%	10.7%	-5.6%	-0.2%	2.3	58	0.6%	0.3%	2.1%
O=C(C1CC1)N1CCC(Oc2cccc(C(=O)N3CCCCC3CCO)c2)CC1 (configuration not stated)	-18.2%	-5.4%	-12.9%	9.7%	0.5%	-0.6	63	-3.5%	0.1%	-1.1%
O=c1oc2ccccc2c(Nc2ccccc2)c1[N+](=O)[O-]	-17.2%	2.9%	5.9%	-9.0%	-0.4%	-1.4	38	0.0%	1.7%	4.9%
Cc1cccc2c(=O)c(C(=O)NCc3ccc(F)cc3)c[nH]c12	1.9%	-12.6%	1.3%	1.2%	0.6%	4.8	70	11.2%	0.2%	1.2%	Dengue-2 NS5 capping pilot replicate=-3.0
O=C1N=C(N2CCC(Cc3ccccc3)CC2)S/C1=C/c1cn[nH]c1-c1ccccc1	4.5%	4.5%	-10.4%	4.1%	0.7%	10.9	57	-0.2%	0.1%	0.5%
CC(=O)Nc1ccc(S(=O)(=O)N(C)S(=O)(=O)c2ccc(F)cc2)cc1	-7.1%	0.8%	-4.5%	-5.4%	0.1%	-3.4	96	1.4%	-0.1%	-2.4%
O=C(O)c1ccccc1SCC(=O)N1CCc2ccccc21	-4.3%	-19.6%	0.8%	1.1%	0.6%	-0.6	60	0.8%	0.0%	0.9%

The final 2 entries of the section above lead into the next.
SMILES	GPR35 antagonists	GPR55 antagonists	Dengue-2 NS5 capping	AID2073	GPR55 beta-arrestin	NTR1 ag	NTR1 ag cell count 20 µM	Siah-1 displacement	UTI89 phage lysis	HIV fusion peptide	others
CC(=O)Nc1ccc(S(=O)(=O)N(C)S(=O)(=O)c2ccc(F)cc2)cc1	-7.1%	0.8%	-4.5%	-5.4%	0.1%	-3.4	96	1.4%	-0.1%	-2.4%
O=C(O)c1ccccc1SCC(=O)N1CCc2ccccc21	-4.3%	-19.6%	0.8%	1.1%	0.6%	-0.6	60	0.8%	0.0%	0.9%
O=C(CCc1ccccc1)Nc1cccc(-c2nnc(-c3ccco3)o2)c1	-3.2%	9.9%	-8.6%	2.5%	0.2%	1.6	92	4.1%	0.3%	-1.4%
CC(C)(C)c1ccc(C(=O)NNC(=O)C(=O)N2CCCCC2)cc1	-7.7%	9.0%	-0.8%	10.4%	-0.1%	-1.5	40	-0.1%	2.3%	0.6%
Cn1c(=O)c(C(=O)NNC(=O)c2ccc(Br)cc2)c(O)c2ccccc21	0.3%	9.4%	9.8%	10.4%	0.3%	-0.6	50	-5.9%	0.5%	8.2%
CC(=O)Nc1ccc2nc(-c3ccncc3)[nH]c2c1	-3.9%	3.6%	-4.8%	35.3%	-0.1%	-1.0	96	-1.3%	0.3%	-1.5%
COc1ccccc1C1(CCNS(=O)(=O)c2ccc(C)cc2)CCOC(C(C)C)C1 (configuration not stated)	-5.8%	10.4%	-6.6%	1.9%	0.4%	nt	nt	-4.1%	-2.1%[50 µM]	2.3%
Cc1ccc(-c2nc(C#N)c(NCC3CCCO3)o2)cc1 (configuration not stated)	-0.9%	-10.6%	-2.3%	25.8%	-0.2%	2.3	67	-1.5%	0.1%	-0.2%
Cc1cc(S(=O)(=O)NCc2ccco2)c(C)cc1Cl	8.7%	7.0%	-2.6%	0.6%	0.2%	-0.5	63	3.5%	-1.6%[50 µM]	4.0%
CS(=O)(=O)N1CCN(C(=O)c2ccc(-c3ccccc3)cc2)CC1	18.6%	-32.4%	-4.8%	18.2%	-0.1%	-0.2	41	0.0%	1.5%	-0.4%
Cc1nc(-c2cccnc2)sc1C(=O)N/N=C/c1ccccc1Cl	4.0%	-8.6%	nt	28.9%	-0.1%	0.6	53	-0.7%	nt	8.0%
Cc1ccccc1-n1nnnc1SCC(=O)Nc1ccc(N2CCN(C)CC2)cc1	-2.1%	-2.0%	-6.9%	-7.4%	-0.1%	0.4	51	0.4%	0.2%	0.1%
COc1ccc(-c2cc(C(F)(F)F)n3ncc(C(=O)NCC4CCCO4)c3n2)cc1OC (configuration not stated)	5.1%	-14.0%	-50.9%	45.8%	-0.1%	4.7	55	0.2%	-0.3%	12.9%
CC(C)c1ccc(CC(C)C2C3=C(CCCC3=O)OC3=C2C(=O)CCC3)cc1 (configuration not stated)	-5.9%	3.4%	-2.1%	-2.2%	-0.1%	9.5	59	-2.5%	0.1%	1.0%
COc1ccc(NC(=O)Cn2nc(C)c3ccccc3c2=O)cc1	11.1%	0.7%	nt	6.7%	-0.1%	1.7	50	8.0%	0.7%	-1.1%
CCNCCNC(=O)c1c(O)c2cccc3c2n(c1=O)CCC3	-4.0%	9.6%	-1.1%	-2.4%	-0.1%	0.4	54	8.0%	-0.6%	8.6%
CC1=C(C(=O)OCCOC(C)C)C(c2cc3c(cc2Br)OCO3)C2=C(CCCC2=O)N1 (configuration not stated)	0.3%	-5.2%	-2.1%	1.9%	0.2%	-0.9	48	-5.1%	-0.2%	-0.4%
COC(=O)[C@H](Cc1ccccc1)NC(=O)O[C@@H]1C(=O)c2cc(Br)ccc2O[C@H]1c1cccc(OC)c1	-3.1%	16.1%	nt	6.4%	0.5%	12.2	79	2.4%	nt	0.9%
Cc1cc(C)cc(NC(=O)N2CCN(S(C)(=O)=O)CC2)c1	-13.0%	3.3%	-5.7%	-5.3%	0.1%	0.3	68	3.0%	-0.9%	0.6%
CSc1nc2ccc(NS(=O)(=O)c3cccc(Cl)c3Cl)cc2s1	-11.9%	-11.9%	-1.4%	7.0%	-0.2%	-0.1	50	-1.3%	2.2%	1.6%
COc1cc(/C=C(/C#N)C(=O)NCCc2c[nH]c3ccccc23)ccc1OCc1ccccc1F	9.2%	7.6%	-4.1%	-0.6%	0.0%	0.0	44	1.9%	-0.4%	-4.9%
CCCc1cc(C(=O)Nc2ccccc2C(=O)OC)no1	-8.8%	1.2%	-3.5%	-4.3%	0.2%	-1.0	88	7.1%	-1.6%	-1.8%
COc1ccccc1-c1cc(C(=O)N2CCN(c3ccccc3)CC2)no1	-4.7%	4.5%	-7.5%	10.0%	0.1%	3.3	59	1.4%	-0.2%	0.1%
Cn1c(-c2ccccc2)c(/C=N/NC(=O)c2ccc(O)cc2)c2ccccc21	-3.4%	-4.8%	0.6%	26.0%	0.1%	2.2	54	2.4%	0.0%	-1.9%
CCN(CC)c1ccc2ccc(=O)oc2c1	-8.5%	7.2%	nt	25.7%	0.4%	1.2	40	-2.0%	nt	1.0%
COc1ccc(NC(=O)CSc2nc3c(c(=O)n2-c2ccccc2OC)SCC3)cc1	-11.0%	-3.5%	-1.4%	13.5%	0.3%	-1.5	63	4.0%	-1.5%	0.5%
COC(=O)CN(C#N)c1nc(OC)nc(N(C)C)n1	12.9%	7.2%	-9.6%	-2.1%	0.6%	-0.5	77	2.8%	0.0%	-2.8%	Dengue-2 NS5 capping pilot replicate=-7.6
C=CCn1c(SCCOc2ccc(OC)cc2)nnc1C(NC(=O)c1ccc(OC)cc1)C(C)C (configuration not stated)	-3.8%	1.4%	-0.8%	-6.3%	0.2%	1.1	51	-2.4%	5.8%	-1.8%
Fc1ccc(Cc2nnc(-c3cccs3)o2)cc1	-0.4%	4.5%	-1.4%	-18.2%	0.4%	2.6	45	-1.4%	1.4%	-2.5%
COc1cccc(C(=O)N2CCCC(Nc3ccc(C)c(C)c3)C2)c1 (configuration not stated)	10.6%	16.3%	-3.2%	-1.1%	0.4%	-1.0	44	3.9%	0.1%	1.3%
O=C(c1ccc(S(=O)(=O)c2ccc(F)cc2)c([N+](=O)[O-])c1)N1CCCCCC1	-2.5%	7.6%	-5.2%	1.7%	-0.3%	5.7	67	2.1%	0.5%[50 µM]	-0.9%
O=C(Nc1nc2ccc(S(=O)(=O)N3CCCC3)cc2s1)C1CCCO1 (configuration not stated)	-13.5%	-4.6%	-3.2%	-3.7%	-0.1%	0.7	80	3.4%	0.1%	2.4%
COc1ccc(CC2(CO)CCN(CC3=CC[C@H]4C[C@@H]3C4(C)C)CC2)cc1	5.1%	13.4%	-3.9%	-15.4%	-0.1%	0.5	66	1.2%	0.0%	-0.7%

Bioassay records from PubChem BioAssay.
